High-throughput results (PubChem BioAssay)
INS-1E rescue – protection of INS-1E cells from cytokine death, primary screen, ATP luminescence, single point. INS-1E cytokine-induced death, 48 h; normalised: neutral wells 0, positive control 100. protection from cytokine-induced ATP loss, % at 10 µM. 0.1% of 20,000 active. AID 488910, 2010;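 active = mean replicate protection from cytokine-induced ATP loss at least 50% and at least 75% of replicates each reaching 50%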
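assay system = INS-1E rat insulinoma cells | amount = 8000 cells per well | medium = phenol-red-free RPMI with 5% fetal bovine serum | doses = one compound concentration, pin transfer | timing = 48 h cytokine plus compound treatment, 10 min reagent incubation | also added = IL-1β, TNF-α and IFN-γ cytokine mix | signal = CellTiter-Glo luminescence measuring cellular ATP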
T cruzi HTS – inhibitors of intracellular Trypanosoma cruzi, primary screen, cell-based, plate reader, single point, set 2. 4.9% of 22,000 active. intracellular Trypanosoma cruzi in host cells. activity score (inhibition), % at 5.01 µM; in the data active = activity score above about 55%;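 also: parasites and compound incubated about four days before reading; 0% = median of neutral control wells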
Numbers without * were called inactive; x = no result given.

SMILES	INS-1E rescue	T cruzi HTS
C[C@H](CO)N1C[C@H](C)[C@@H](CN(C)Cc2cccc3c2OCCCO3)OCc2cn(nn2)CCCC1=O	7.3	-21.3
COc1ccc(S(=O)(=O)Nc2ccc3c(c2)CC(=O)N([C@@H](C)CO)C[C@@H](C)[C@@H](CN(C)Cc2ccc(C(F)(F)F)cc2)O3)cc1	-25.7	80.0*
C[C@@H]1CN([C@H](C)CO)C(=O)Cc2cc(NS(=O)(=O)c3ccccc3)ccc2O[C@H]1CN(C)C(=O)Nc1ccccc1	0.1	-8.4
COc1ccc(S(=O)(=O)N(C)C[C@@H]2OCc3cn(nn3)CCCC(=O)N([C@H](C)CO)C[C@H]2C)cc1	x	-3.8
Cc1cc(C(=O)Nc2cccc3c2O[C@H](CN(C)Cc2ccc(Oc4ccccc4)cc2)[C@@H](C)CN([C@@H](C)CO)C3=O)n(C)n1	-37.5	39.2
Cc1noc(C)c1S(=O)(=O)Nc1ccc2c(c1)CC(=O)N([C@H](C)CO)C[C@H](C)[C@H](CN(C)S(=O)(=O)c1cn(C)cn1)O2	15.3	-23.9
COc1ccc(NC(=O)N(C)C[C@H]2Oc3ccc(NC(=O)CCN4CCOCC4)cc3CC(=O)N([C@@H](C)CO)C[C@@H]2C)cc1	9.1	-0.7
C[C@H]1CN([C@@H](C)CO)C(=O)c2cc(NC(=O)C3CC3)ccc2O[C@H]1CN(C)C(=O)Nc1ccc(C(F)(F)F)cc1	-4.2	21.2
Cc1ccc(S(=O)(=O)Nc2ccc3c(c2)C(=O)N([C@H](C)CO)C[C@H](C)[C@@H](CN(C)CC2CCCCC2)OCCCC[C@@H](C)O3)cc1	-1.6	-0.3
C[C@H]1CN([C@@H](C)CO)C(=O)Cc2cc(NS(C)(=O)=O)ccc2O[C@H]1CN(C)C(=O)Nc1ccccc1	13.8	-17.0
C[C@@H]1CN([C@H](C)CO)C(=O)c2cccc(NC(=O)NC3CCCCC3)c2O[C@H]1CN(C)Cc1ccc(Cl)c(Cl)c1	1.0	47.6
Cc1ccc(S(=O)(=O)N(C)C[C@H]2Oc3ccc(NC(=O)Cc4ccccc4)cc3CC(=O)N([C@@H](C)CO)C[C@@H]2C)cc1	3.8	7.0
CC(C)NC(=O)N(C)C[C@H]1Oc2ccc(NC(=O)Nc3ccc4c(c3)OCO4)cc2C(=O)N([C@@H](C)CO)C[C@@H]1C	4.5	0.3
C[C@H]1CN([C@@H](C)CO)C(=O)Cc2cc(NC(=O)Nc3cccc4ccccc34)ccc2O[C@@H]1CN(C)Cc1ccc(Oc2ccccc2)cc1	-20.4	70.4*
C[C@@H]1CN([C@@H](C)CO)C(=O)c2cc(NS(C)(=O)=O)ccc2O[C@@H]1CN(C)Cc1ccc(-c2ccccc2)cc1	-0.9	11.1
C[C@H]1CN([C@@H](C)CO)C(=O)c2cc(NC(=O)Nc3cccc4ccccc34)ccc2O[C@H]1CN(C)S(C)(=O)=O	-1.0	-11.6
C[C@@H]1CN([C@H](C)CO)C(=O)c2cc(NS(=O)(=O)c3ccc(F)cc3)ccc2O[C@H]1CN(C)C(=O)Nc1ccccc1	x	3.7
C[C@@H]1CN([C@@H](C)CO)C(=O)CCCn2cc(nn2)CO[C@@H]1CN(C)CC1CCCCC1	x	-3.6
COc1cccc(S(=O)(=O)N(C)C[C@@H]2Oc3ncc(C#Cc4ccc(C(F)(F)F)cc4)cc3C(=O)N([C@H](C)CO)C[C@@H]2C)c1	x	88.8*
C[C@@H]1CCCCO[C@H](CN(C)C(=O)C2CCCCC2)[C@@H](C)CN([C@H](C)CO)C(=O)c2cc(NC(=O)c3ccncc3)ccc2O1	-5.1	-5.1
CCOC(=O)N(C)C[C@H]1OCc2cn(nn2)CCCC(=O)N([C@@H](C)CO)C[C@@H]1C	x	-11.6
C[C@@H]1CN([C@@H](C)CO)C(=O)CCCn2cc(nn2)CO[C@@H]1CN(C)Cc1ccc2c(c1)OCO2	x	-1.9
Cc1noc(C)c1S(=O)(=O)Nc1ccc2c(c1)C(=O)N([C@H](C)CO)C[C@H](C)[C@@H](CN(C)C(=O)NC1CCCCC1)OCCCC[C@@H](C)O2	2.3	-7.8
C[C@@H]1CN([C@@H](C)CO)C(=O)c2cccc(NC(=O)Nc3ccc4c(c3)OCO4)c2O[C@@H]1CN(C)S(=O)(=O)c1ccc(Cl)cc1	9.6	-25.4
C[C@@H]1CN([C@@H](C)CO)C(=O)c2cccc(NC(=O)Nc3ccc4c(c3)OCO4)c2O[C@H]1CN(C)S(=O)(=O)c1cccs1	2.3	6.1
CNC[C@H]1Oc2ccc(NC(=O)Nc3ccc4c(c3)OCO4)cc2CC(=O)N([C@H](C)CO)C[C@H]1C	20.3	-2.6
COc1ccccc1NC(=O)N(C)C[C@@H]1OCc2cn(nn2)CCCC(=O)N([C@@H](C)CO)C[C@H]1C	x	-7.4
CNC[C@H]1Oc2ccc(NS(=O)(=O)c3ccc(C)cc3)cc2C(=O)N([C@@H](C)CO)C[C@H]1C	x	-9.1
C[C@@H]1CN([C@H](C)CO)C(=O)Cc2cc(NC(=O)Nc3ccc(C(F)(F)F)cc3)ccc2O[C@H]1CN(C)C	13.4	-20.9
C[C@@H]1CN([C@@H](C)CO)C(=O)c2cc(NS(=O)(=O)c3ccccc3)ccc2O[C@H]1CN(C)C(=O)Nc1cccc2ccccc12	2.0	-10.4
O=C(N/N=C/c1cc(O)ccc1O)c1ccccc1O	-126.0	17.6
CNC[C@@H]1Oc2ncc(-c3cccc(F)c3)cc2C(=O)N([C@H](C)CO)C[C@@H]1C	1.3	26.5
COc1ccc(-c2cnc3c(c2)C(=O)N([C@H](C)CO)C[C@H](C)[C@H](CN(C)S(=O)(=O)c2cccc(OC)c2)O3)cc1	x	37.2
C[C@@H]1CN([C@H](C)CO)C(=O)Cc2cc(NC(=O)Nc3ccccc3)ccc2O[C@H]1CN(C)Cc1ccncc1	5.3	-28.6
C[C@H]1CN([C@@H](C)CO)C(=O)Cc2cc(NC(=O)CCCCCC(=O)Nc3ccccc3N)ccc2O[C@@H]1CN(C)Cc1ccc(Oc2ccccc2)cc1	6.1	6.7
Cc1noc(C)c1NC(=O)Nc1cccc2c1O[C@H](CN(C)S(=O)(=O)c1cn(C)cn1)[C@H](C)CN([C@@H](C)CO)C2=O	3.5	36.9
C[C@H](CO)N1C[C@H](C)[C@H](CN(C)C(=O)Nc2ccc3c(c2)OCO3)Oc2c(NC(=O)c3ccncc3)cccc2C1=O	2.4	11.1
Cc1ccc(S(=O)(=O)N(C)C[C@@H]2Oc3c(NC(=O)Nc4c(C)noc4C)cccc3C(=O)N([C@@H](C)CO)C[C@@H]2C)cc1	14.8	2.4
Cc1ccc(S(=O)(=O)N(C)C[C@@H]2Oc3ccc(NC(=O)Nc4cccc5ccccc45)cc3C(=O)N([C@H](C)CO)C[C@@H]2C)cc1	-10.0	2.4
COc1ccc(CN(C)C[C@@H]2Oc3c(NS(=O)(=O)c4cccs4)cccc3C(=O)N([C@H](C)CO)C[C@@H]2C)cc1	0.0	-13.7
Cc1noc(C)c1S(=O)(=O)Nc1ccc2c(c1)C(=O)N([C@H](C)CO)C[C@H](C)[C@@H](CN(C)Cc1ccc(Cl)c(Cl)c1)O2	-9.8	63.4*
C[C@@H]1CCCCO[C@H](CN(C)C(=O)Nc2ccc(F)cc2)[C@@H](C)CN([C@H](C)CO)C(=O)c2cc(NC(=O)NC3CCCCC3)ccc2O1	-6.5	33.1
C[C@@H]1CN([C@H](C)CO)C(=O)c2cccc(NS(C)(=O)=O)c2O[C@@H]1CN(C)C(=O)Nc1ccc2c(c1)OCO2	0.3	-6.8
CC(C)NC(=O)Nc1ccc2c(c1)C(=O)N([C@@H](C)CO)C[C@H](C)[C@H](CN(C)Cc1ccc(Oc3ccccc3)cc1)O2	-8.9	12.9
Cc1ccc(S(=O)(=O)N(C)C[C@@H]2Oc3c(NC(=O)c4ccc(-c5nccs5)cc4)cccc3C(=O)N([C@@H](C)CO)C[C@H]2C)cc1	0.6	-10.0
C[C@@H]1CN([C@@H](C)CO)C(=O)c2cccc(NC(=O)Nc3ccc(F)cc3)c2O[C@@H]1CN(C)S(=O)(=O)c1ccc(Cl)cc1	-7.6	-22.3
C[C@H](CO)N1C[C@H](C)[C@@H](CN(C)Cc2ccc(-c3ccccc3)cc2)Oc2ccc(NC(=O)C3CCCCC3)cc2C1=O	x	6.7
C[C@@H]1CCCCO[C@@H](CN(C)C(=O)Nc2ccc(F)cc2)[C@@H](C)CN([C@H](C)CO)C(=O)c2cc(NC(=O)CCC(F)(F)F)ccc2O1	-1.4	-30.7

Gathered by group, the entries above containing a CF3 group (five)
SMILES	INS-1E rescue	T cruzi HTS
COc1ccc(S(=O)(=O)Nc2ccc3c(c2)CC(=O)N([C@@H](C)CO)C[C@@H](C)[C@@H](CN(C)Cc2ccc(C(F)(F)F)cc2)O3)cc1	-25.7	80.0*
C[C@H]1CN([C@@H](C)CO)C(=O)c2cc(NC(=O)C3CC3)ccc2O[C@H]1CN(C)C(=O)Nc1ccc(C(F)(F)F)cc1	-4.2	21.2
COc1cccc(S(=O)(=O)N(C)C[C@@H]2Oc3ncc(C#Cc4ccc(C(F)(F)F)cc4)cc3C(=O)N([C@H](C)CO)C[C@@H]2C)c1	x	88.8*
C[C@@H]1CN([C@H](C)CO)C(=O)Cc2cc(NC(=O)Nc3ccc(C(F)(F)F)cc3)ccc2O[C@H]1CN(C)C	13.4	-20.9
C[C@@H]1CCCCO[C@@H](CN(C)C(=O)Nc2ccc(F)cc2)[C@@H](C)CN([C@H](C)CO)C(=O)c2cc(NC(=O)CCC(F)(F)F)ccc2O1	-1.4	-30.7

Back to the main list; the six compounds before the break are reprinted first.
SMILES	INS-1E rescue	T cruzi HTS
C[C@@H]1CN([C@H](C)CO)C(=O)c2cccc(NS(C)(=O)=O)c2O[C@@H]1CN(C)C(=O)Nc1ccc2c(c1)OCO2	0.3	-6.8
CC(C)NC(=O)Nc1ccc2c(c1)C(=O)N([C@@H](C)CO)C[C@H](C)[C@H](CN(C)Cc1ccc(Oc3ccccc3)cc1)O2	-8.9	12.9
Cc1ccc(S(=O)(=O)N(C)C[C@@H]2Oc3c(NC(=O)c4ccc(-c5nccs5)cc4)cccc3C(=O)N([C@@H](C)CO)C[C@H]2C)cc1	0.6	-10.0
C[C@@H]1CN([C@@H](C)CO)C(=O)c2cccc(NC(=O)Nc3ccc(F)cc3)c2O[C@@H]1CN(C)S(=O)(=O)c1ccc(Cl)cc1	-7.6	-22.3
C[C@H](CO)N1C[C@H](C)[C@@H](CN(C)Cc2ccc(-c3ccccc3)cc2)Oc2ccc(NC(=O)C3CCCCC3)cc2C1=O	x	6.7
C[C@@H]1CCCCO[C@@H](CN(C)C(=O)Nc2ccc(F)cc2)[C@@H](C)CN([C@H](C)CO)C(=O)c2cc(NC(=O)CCC(F)(F)F)ccc2O1	-1.4	-30.7
COc1ccc(NC(=O)N(C)C[C@H]2Oc3ccc(N(C)C)cc3C(=O)N([C@H](C)CO)C[C@@H]2C)cc1	4.0	-11.2
C[C@H](CO)N1C[C@H](C)[C@H](CN(C)S(=O)(=O)c2cccc(F)c2)Oc2ncc(C#CCN(C)C)cc2C1=O	x	22.2
CC(C)NC(=O)N(C)C[C@H]1Oc2ccc(NS(=O)(=O)c3cccs3)cc2C(=O)N([C@@H](C)CO)C[C@@H]1C	0.8	-2.8
Cc1ccc(S(=O)(=O)N(C)C[C@@H]2Oc3c(NC(=O)Nc4cccc5ccccc45)cccc3C(=O)N([C@H](C)CO)C[C@H]2C)cc1	40.0	14.6
O=C(NO)c1ccc(C(=O)N/N=C/c2ccoc2)cc1	5.7	1.4
C[C@@H]1CN([C@@H](C)CO)C(=O)c2cccc(NC(=O)Nc3cccc4ccccc34)c2O[C@H]1CN(C)S(=O)(=O)c1ccc(F)cc1	37.7	-9.0
Cc1ccc(S(=O)(=O)Nc2ccc3c(c2)CC(=O)N([C@H](C)CO)C[C@@H](C)[C@@H](CN(C)S(=O)(=O)c2ccccc2)O3)cc1	1.5	69.1*
Cc1ccc(S(=O)(=O)Nc2ccc3c(c2)CC(=O)N([C@H](C)CO)C[C@@H](C)[C@@H](CN(C)Cc2ccc(C(=O)O)cc2)O3)cc1	-5.8	-2.4
